# Screens deposited in PubChem BioAssay by National Center for Advancing Translational Sciences (NCATS).
# Pf Dd2 inh: inhibitors of Plasmodium falciparum Dd2 growth. P. falciparum Dd2 growth, SYBR Green, 72 h. AID 1347417. Potency, µM (top dose mostly 28.9 µM), for inactives: at the top dose activity, negative = inhibition, hits mostly inhibitors. actives 4.3% (n = 120,000); active = well fitted inhibition curve with a large enough effect; inconclusive = small, poorly fitted or top-dose-only effect; inactive = no such curve, though single readings can be large or run the other way;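 note: plate controls were DMSO vehicle for no effect and reference drug for full effect; nearly all actives have a fitted effect of over 65% in size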
#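 Infected erythrocytes (Dd2, 0.3% parasitemia, 2.5% hematocrit final) are added to compound in RPMI-1640/Albumax II medium, grown 72 h at 37C in low oxygen, then lysed with saponin/Triton-X containing SYBR Green and read by fluorescence.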
# * marks the source's active call; other numbers are inactive results; i = inactive; u = inconclusive; [ ] = another dose, or the depositor's remark. Potency is the fitted concentration of half-maximal effect. An excerpt, so the mix of outcomes need not match the whole.
SMILES,Pf Dd2 inh
CCc1ccc(C(=O)N2CCC3(CC2)N(c2ccccc2)C(=O)CS3(=O)=O)cc1,-29.1%
Cc1cc(C)c2c(=O)cc(C(=O)Nc3sc4c(c3C#N)CCCC4)oc2c1,15.0%
COCCN1C(=O)CC[C@]2(C(=O)N3CCN(CC(C)C)CC3)CCCC[C@@H]12,-9.7%
O=C(NC1C[C@H]2CC[C@@H](C1)N2C(=O)Cc1ccsc1)c1ccc(F)cc1 (stereo partly drawn),-24.5%
COc1cccc(/C=C/c2nc(C#N)c(NC3CCCCC3)o2)c1,i
Cc1cc(C)c2c(=O)nc(SCc3ccccc3C)n(C3CC3)c2n1,i
Cc1ccc(C2c3[nH]c4ccccc4c3CCN2C(=O)CSCc2ccc(F)cc2)cc1 (stereo not drawn),u
Cc1ccc(CN2CC3(C2)NC(=O)c2ccccc2O3)cc1,u
COC[C@H]1C[C@@H](NS(=O)(=O)c2cccc(F)c2)[C@H](O)[C@@H]1O,16.7%[44.1 µM]
COc1ccc(CCc2nc3nccc(-c4cccnc4)n3n2)cc1,-29.6%
Cn1nc(C2CCN(C(=O)c3ccccc3)CC2)[nH]c1=O,7.7%[44.1 µM]
CCCN(CCC)C(=O)C1CCCN(c2ncnc3onc(-c4ccc(F)cc4)c23)C1 (stereo not drawn),-9.0%
Cc1ccc(-n2nc(C)c([C@@H]3C=C[C@@H](NCc4ccc(F)cc4)C3)c2C)cc1Cl,3.55µM*
CN(CC1CCCCC1)C1CCc2ccccc21 (stereo not drawn),-20.7%[44.1 µM]
CC(C)C(=O)N1CCCN(C)c2ccccc21,u
CCC1(O)CCC12CCN(C(=O)C1CCCC1)CC2 (stereo not drawn),-4.6%
COc1ccc(S(=O)(=O)c2cn(CC(=O)Nc3ccccc3)c3ccc(Cl)cc3c2=O)cc1,-13.2%
CCN1C(=O)C2CC3(CCN(C(=O)CCc4c[nH]c5ccccc45)CC3)CN2C1=O (stereo not drawn),u
N#Cc1ccc(NC(=O)COCc2cc(-c3ccco3)on2)cc1,-2.0%
OCc1cnc(SCc2ccc(F)cc2)n1Cc1ccc(F)cc1,-20.2%
CC(=O)N1CCN(C(=O)C[C@@H]2c3nc(NC(=O)c4cccs4)sc3C[C@@H]3[C@](C)(CO)[C@H](O)CC[C@]32C)CC1,u
Cc1noc(-c2ccc(OC3CN(C(=O)c4ccco4)C3)cc2)n1,7.0%[5.79 µM]
CN1CCC2(C1)CN(CC1CCOCC1)c1ccc(C(=O)NCCCn3ccnc3)cc12 (stereo not drawn),i
COc1cccc(C2Cn3nnc(-c4nc(-c5ccccc5C)no4)c3CO2)c1 (stereo not drawn),i
CCOc1ccc(NC(=O)CN2C(=O)NC3(CCOCC3)C2=O)cc1,-8.9%
# Remaining list, next part
SMILES,Pf Dd2 inh
COCc1noc([C@@H]2CN(Cc3ccc4c(c3)CCO4)C[C@H]2COC)n1,-23.7%
Cc1ccc(C)c(NC(=O)N2CCC(N3CCN(Cc4ccc(F)cc4)C(=O)C3=O)CC2)c1,6.8%
Cc1cc(C(F)(F)F)nc(CNC(=O)c2ccc3cccc(F)c3n2)n1,-15.9%
CCn1ccc2sc(C)c(C(=O)NCc3cccc(Cl)c3)c2c1=O,-19.6%
Cc1cc(C(=O)N2CC(Oc3ccc(-c4nc(-c5ccccc5)no4)cc3)C2)nn1C,u
CCCCOc1ccc(CNC(=O)CCCN2C(=O)CSc3c2c(C)nn3-c2ccccc2)cc1,14.8%
COc1cc(NC(=O)c2c(OC)cc(=O)n3c2CCCC3)cc(OC)c1OC,20.1%
O=C(Cn1nc2c(cc1=O)CCCCC2)Nc1ccccc1,6.7%
CC1Oc2ccc(NC(=O)c3ccccc3Cl)cc2CN(Cc2ccccc2F)C1=O (stereo not drawn),i
CCOc1ccc(-n2c(C)nc3c(cnn3-c3ccc(C)cc3)c2=O)cc1,-1.2%
O=C(NCCC1CCN(C(=O)Nc2ccc(F)cc2F)CC1)c1cccc(F)c1,-22.5%
COc1ccc([C@@H](NC(=O)c2ccc3nnnn3c2)C2CC(O)C2)cn1 (stereo partly drawn),-7.4%
Cc1ccc(C)c(NS(=O)(=O)c2ccc3c(c2)CCCN3C(=O)C2CCC2)c1,-12.8%
CC(C)OCCCn1c(SCC(N)=O)nc2c(sc3ccccc32)c1=O,-17.5%
Cc1cccc(NC(=O)N2[C@H]3CC[C@@H]2c2cncnc2C3)c1,-3.5%
COc1ccc(N2CCN(C(=O)C3CCN(S(=O)(=O)c4cnc[nH]4)CC3)CC2)cc1,i
C=Cc1ccc(CN2C(=O)N(c3ccc(CC)cc3)S(=O)(=O)c3ccccc32)cc1,-21.4%
CCN(CC)C(=O)N1CCC2(CC1)C(OC)C(=O)N2c1cccc(F)c1 (stereo not drawn),u
Cc1ccc(C)c([S+](=O)([O-])c2nnn3c2nc(NC2CCCC2)c2ccccc23)c1,u
Cc1cc(=O)[nH]c2nnc(SCC(=O)Nc3ccc(F)cc3F)n12,i
CC(C)NC(=O)N1CCC(CCOc2ccccc2F)C1 (stereo not drawn),i
CCNC(=O)[C@@H]1C[C@@H](NC(=O)Cn2nccc2C)CN1Cc1ccccn1,5.1%
N#Cc1nc(/C=C/c2ccc(F)cc2)oc1N1CCCCC1,4.3%
CCOc1ccccc1NS(=O)(=O)c1c(C(=O)OC)sc2cccc(F)c12,-10.9%
O=C1CCN(C(=O)C2CCCCC2)CCCC(C(=O)NCc2ccccc2)CCN1 (stereo not drawn),-21.0%

# Shown with tabs: part of the list above.
molecule	Pf Dd2 inh
CCn1ccc2sc(C)c(C(=O)NCc3cccc(Cl)c3)c2c1=O	-19.6%
Cc1cc(C(=O)N2CC(Oc3ccc(-c4nc(-c5ccccc5)no4)cc3)C2)nn1C	u
CCCCOc1ccc(CNC(=O)CCCN2C(=O)CSc3c2c(C)nn3-c2ccccc2)cc1	14.8%

# Ordered by count of non-hydrogen atoms (smallest number first): part of the list above
SMILES,Pf Dd2 inh
CC(C)NC(=O)N1CCC(CCOc2ccccc2F)C1 (stereo not drawn),i
COCc1noc([C@@H]2CN(Cc3ccc4c(c3)CCO4)C[C@H]2COC)n1,-23.7%
CCOc1ccccc1NS(=O)(=O)c1c(C(=O)OC)sc2cccc(F)c12,-10.9%
COc1cc(NC(=O)c2c(OC)cc(=O)n3c2CCCC3)cc(OC)c1OC,20.1%
CCc1ccc(C(=O)N2CCC3(CC2)N(c2ccccc2)C(=O)CS3(=O)=O)cc1,-29.1%
CC1Oc2ccc(NC(=O)c3ccccc3Cl)cc2CN(Cc2ccccc2F)C1=O (stereo not drawn),i
Cc1ccc(C)c(NC(=O)N2CCC(N3CCN(Cc4ccc(F)cc4)C(=O)C3=O)CC2)c1,6.8%

# An excerpt of these results, with tabs:
SMILES	Pf Dd2 inh
CC(=O)N1CCN(C(=O)C[C@@H]2c3nc(NC(=O)c4cccs4)sc3C[C@@H]3[C@](C)(CO)[C@H](O)CC[C@]32C)CC1	u
COC[C@H]1C[C@@H](NS(=O)(=O)c2cccc(F)c2)[C@H](O)[C@@H]1O	16.7%[44.1 µM]

# Later entries:
SMILES,Pf Dd2 inh
O=C(c1n[nH]c2c1CCC2)N1CCC(c2nccn2Cc2ccccn2)CC1,-8.2%
Cc1nn2c(c1-c1cccnc1N1CCOCC1)N(Cc1ccccc1)CCC2,u
CC(C)(C)NC(=O)Nc1ccc([C@H]2OCC(=O)N(Cc3ccc(F)cc3)[C@@H]2CO)cc1,i
CC1(C)C(=O)N(Cc2ccc(O)cc2)[C@H]2CN(CCCc3ccccc3)C[C@H]2[S+]1(=O)[O-],u
CCOc1ccccc1CN1CCC2(CCN(C(=O)Nc3ccccc3)CC2)Oc2ccccc21,7.08µM*
COc1ccc(CCN2C(=O)c3oc4cc(C)cc(C)c4c(=O)c3C2c2ccccc2F)cc1OC (stereo not drawn),-20.9%
Cc1c(Cl)cccc1NC(=O)Nc1nnc(N2CCCCCC2)s1,8.8%
COc1ccc(-c2cc(N3CCCC(NC(=O)Cc4cccc(F)c4)C3)n[nH]2)cc1 (stereo not drawn),i
COc1ccc(-c2cc3nc4c(c(=O)n3[nH]2)CN(C(=O)c2ccc(C)cc2)CC4)cc1,u
CC(=O)c1ccc(NC(=O)CN2C(=O)CCc3ccccc32)cc1,-0.2%
CCn1c(=O)n(CC2CCC(C(=O)NC(C)C)CC2)c(=O)c2sccc21 (stereo not drawn),-9.3%
COc1cccc(C(=O)N2C(C(=O)N3CCC(C(N)=O)CC3)COC23CCC(C)CC3)c1 (stereo not drawn),4.4%
CC1(c2ccccc2)N(Cc2ccccc2C#N)C(=O)OC12CCN(C(=O)CN1CCOCC1)CC2 (stereo not drawn),-26.4%
O=C1CCN(C(=O)c2cccnc2)CCCC(C(=O)NCCCc2ccccc2)CCN1 (stereo not drawn),22.2%
Cc1c(C(=O)N2CCC(c3nc4ccccc4s3)CC2)oc2cc(Br)ccc12,-18.5%
COC1CCOC2(CCN(C(=O)Cc3ccccc3F)CC2)C1 (stereo not drawn),6.5%
COc1ccc(CN2CCN(S(=O)(=O)c3ccc(NC(C)=O)cc3)CC2)c(OC)c1OC,u
COC1CCCOC12CCN(C(=O)CCn1c(C)nc3ccccc31)CC2 (stereo not drawn),-5.9%
CCOc1cc(=O)n2c(c1C(=O)Nc1cccc(C)c1)CCCC2,21.6%
CCC(C(=O)OC)n1nnc2sc(-c3ccccc3)cc2c1=O (stereo not drawn),-0.5%
CC(C)c1cc(C(=O)N2CC[C@@](O)(C3CCOCC3)[C@H](C)C2)no1,-1.2%
O=c1cc(-c2ccccc2)c2cc(Cl)c3c(c2o1)CN(Cc1ccccc1)CO3,12.6µM*
O=C(NCC1CCCN(C(=O)c2cc(=O)[nH]c(=O)[nH]2)C1)c1cccs1 (stereo not drawn),0.3%
COc1cc2c(cc1OC)C(C[C@H]1CN(S(=O)(=O)c3ccccc3)CC[C@H]1CC(=O)O)=NCC2,i
CCOc1ccc(NC(=O)N2CCC(Oc3ncccc3C(=O)N3CCCCC3)C2)cc1 (stereo not drawn),i
# Continuation:
SMILES,Pf Dd2 inh
CC(=O)Nc1cccc(-c2cc3c(cn2)CN(Cc2ccccc2)CCN3)c1,i
COc1ccc(C(=O)N[C@@H]2CCC[C@@H]2C(=O)NCc2ccccc2C)cc1,i
CC(=O)N1CCc2c(sc3c2c(=O)n(-c2ccccc2)c(=O)n3CC(=O)Nc2ccccc2)C1,11.7%
CCOC(=O)c1c(C)oc2nc(C)nc(NCc3cccc(Cl)c3)c12,u
COc1cc(-c2cccs2)cc2c1OCCN(C(=O)C(C)Cn1cncn1)C2 (stereo not drawn),1.0%
Cc1nc2c(c(C)c1CCC(=O)N1CCN(c3ccccc3)CC1)c(=O)n(C)c(=O)n2C,-9.0%
CC(C)NC(=O)C1CCc2sc(C(=O)N3CCCCCC3)cc2C1 (stereo not drawn),u
CN(Cc1cccc(F)c1)Cc1ccccc1C(F)(F)F,1.4%[44.1 µM]
Cc1c(C(=O)N2CCCC2)oc2c1-c1nn(CC(=O)NCc3ccccc3Br)cc1CC2,-8.5%
Cc1cc(C)c(-c2nc3ncccc3[nH]2)[nH]1,u
Cc1ccc2oc(C(=O)N(Cc3ccc(N(C)C)cc3)CC3CCCO3)c(C)c2c1 (stereo not drawn),-12.5%
Cc1cc(C)cc(NS(=O)(=O)c2ccc3[nH]cc(C(=O)N4CCCCCC4)c(=O)c3c2)c1,3.2%
CCOC(=O)c1cc(-c2ccccc2)n(-c2cccc(C(=O)Nc3ccc(OCC)cc3)c2)c1C,u
COC(=O)c1cccc(NC(=S)N[C@H]2CO[C@H]3[C@@H]2OC[C@H]3OC(=O)Nc2cccc(C(F)(F)F)c2)c1,-9.7%
COc1cccc([S+](=O)([O-])N2CCC(N3CCCC3=O)CC2)c1,-19.1%[44.1 µM]
Cc1ccc(C(=O)N2CC(N(Cc3cccnc3)S(C)(=O)=O)C2)s1,-20.6%
COCCNC(=O)[C@H]1C[C@H](Oc2ccccc2)CN1S(=O)(=O)Cc1ccccc1,-2.3%
CCOC(=O)C1(Cc2ccc(F)cc2)CCCN(C(=O)c2ccc(C)s2)C1 (stereo not drawn),-8.1%
CS(=O)(=O)NC[C@H]1C[C@@H]2CCN1C[C@@H]2CN1CCCCC1,10.3%[44.1 µM]
CCOc1ccc(NC(=O)CSc2nnc(CC)c(CC)n2)cc1,27.1%
COc1ccccc1CNc1nccn(-c2ccc(F)cc2)c1=O,21.6%
O=c1[nH]nc2n1CCC(NS(=O)(=O)Cc1ccccc1F)CC2 (stereo not drawn),20.6%
CCOC(=O)c1ccc(N2C(=O)c3n[nH]c(C)c3C2c2ccc(CC)cc2)cc1 (stereo not drawn),u
Cc1ccc(-c2nc(S(=O)(=O)c3ccc(F)cc3)c(N3CCN(c4ccccc4)CC3)o2)cc1,i
COc1ccc(OC)c(NC(=O)CSC2=Nc3ccccc3C3=NC(CC(=O)NCc4ccc5c(c4)OCO5)C(=O)N23)c1 (stereo not drawn),i
# (listing goes on)
SMILES,Pf Dd2 inh
CCOc1ccc(N(CC(=O)Nc2cc(OC)cc(OC)c2)S(=O)(=O)c2c(C)[nH]c(=O)[nH]c2=O)cc1,-21.2%
Cc1cccc(NC(=O)Cn2cccc2-c2nc(-c3ccc(F)cc3)no2)c1C,-14.5%
COc1ccc(NC(=O)CSc2c(C(C)C)cnc3c2c(=O)n(C)c(=O)n3C)c(OC)c1,i
O=C(NCc1ccc(F)cc1)C1CN(c2ccc(F)cc2)C(=O)N1 (stereo not drawn),i
CCCCNC(=O)c1nnn2cc(C)[nH]c(=O)c12,22.1%
CCn1c(CN2CCCCC2)nc2cc(NC(=O)COc3cc(C)ccc3C(C)C)ccc21,u
Cc1c(C(=O)Nc2cccc(C(F)(F)F)c2)oc2ccc(S(=O)(=O)N(C)C3CCCCC3)cc12,11.2µM*
O=C(CC1=C2CCCCC2NC1=O)Nc1cccc(F)c1 (stereo not drawn),4.7%
CCN(CC)CC(C)CNC(=O)c1cc(-c2ccc(Br)s2)nc2ccccc12 (stereo not drawn),11.2µM*
CCOc1ccccc1N1CC(c2nc3ccccc3n2CCCOc2ccccc2)CC1=O (stereo not drawn),-10.5%
